Source: PubChem (several laboratories)
V-ATPase pHluor: regulators of yeast V-ATPase proton transport. S. cerevisiae, pHLuorin cytosolic pH fluorescence. response, % at 10 µM. 350,000 tested, 0.37% active. AID 504577; in the data active = response mostly above about 7.3%, no sharp cut-off; inactive = mostly below about 5.4%; also: actives read high; inactives centre near 0; some compounds called inactive have numbers as strong as hits; reference of the scale not given here
HTR5A ag ctr: HTR5A agonism, opioid heterodimer counter-screen; HTR5A agonist assay, luminescence, cell-based; activation, % at 9.3 µM; 340,000 tested, 0.61% active; AID 504692; in the data active = activation mostly above about 9.5%, no sharp cut-off; inactive = mostly below about 7.6%;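 also: 0% = cells with vehicle only and 100% = reference agonist; strong numbers were not always called active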
CDK5 inh: blocks human CDK5/p35 kinase activity. AID 488839. inhibition, % at 10 µM. Recombinant CDK5/p35, ADP-Glo luminescence, 60 min. 330,000 tested, 0.01% active. Q00535+Q15078;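 active = highest replicate inhibition of at least 50% and at least 75% of replicates reaching 50%; inconclusive = only one of the two criteria met; inactive = both criteria failed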;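 also: plate controls were DMSO neutral control for no effect and GW8510 at 10 µM for full effect; many of its hits are not listed in these tables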
Target sequence (Q00535 whole entry, looked up): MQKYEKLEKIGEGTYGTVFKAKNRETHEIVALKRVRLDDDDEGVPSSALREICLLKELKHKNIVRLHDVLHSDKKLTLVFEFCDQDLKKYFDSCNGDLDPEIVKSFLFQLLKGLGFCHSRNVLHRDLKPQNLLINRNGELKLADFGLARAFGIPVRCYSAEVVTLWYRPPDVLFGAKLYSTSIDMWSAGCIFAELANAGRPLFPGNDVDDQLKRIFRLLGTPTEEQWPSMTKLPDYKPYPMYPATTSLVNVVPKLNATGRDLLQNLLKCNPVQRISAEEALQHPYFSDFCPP
Target sequence (Q15078 whole entry, looked up): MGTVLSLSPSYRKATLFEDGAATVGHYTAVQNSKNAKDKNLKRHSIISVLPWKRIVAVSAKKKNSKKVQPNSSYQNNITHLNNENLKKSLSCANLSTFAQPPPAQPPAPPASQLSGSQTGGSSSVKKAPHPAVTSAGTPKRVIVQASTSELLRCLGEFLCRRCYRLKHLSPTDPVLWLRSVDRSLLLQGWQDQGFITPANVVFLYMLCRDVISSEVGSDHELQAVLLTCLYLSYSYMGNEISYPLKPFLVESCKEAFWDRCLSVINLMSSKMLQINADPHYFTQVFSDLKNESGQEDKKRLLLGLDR
dFosB activator: mouse delta FosB homodimer activation | purified delta FosB, TAMRA-CDK5 oligo fluorescence polarization; percent of positive-control signal above neutral wells | 340,000 tested, 0.99% active | P13346 | activation, % at 25 µM;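 active = mean activation above about 17%, with every replicate also reaching it, limit read from the data, passing the limit was not always enough; inconclusive = only one of the two conditions met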;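 also: fluorescence polarization rise as delta FosB binds a TAMRA Cdk5 AP-1 oligo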
SR-BI HDL uptake: inhibitors of mouse SR-BI mediated HDL lipid uptake; AID 488896; ldlA[mSR-BI] CHO cells, DiI-HDL uptake fluorescence, 3 h; Q61009; inhibition, % at 12.5 µM; 320,000 tested, 0.96% active;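 active = mean replicate inhibition of at least 70% and a set share of replicates each scoring 70 or more; inconclusive = meets just one of the two criteria; inactive = fails both criteria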;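 also: 0% = median of neutral control wells and 100% = median of positive control wells; values of inactives mirror those of a sister screen read the other way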
Target sequence (Q61009 whole entry, looked up): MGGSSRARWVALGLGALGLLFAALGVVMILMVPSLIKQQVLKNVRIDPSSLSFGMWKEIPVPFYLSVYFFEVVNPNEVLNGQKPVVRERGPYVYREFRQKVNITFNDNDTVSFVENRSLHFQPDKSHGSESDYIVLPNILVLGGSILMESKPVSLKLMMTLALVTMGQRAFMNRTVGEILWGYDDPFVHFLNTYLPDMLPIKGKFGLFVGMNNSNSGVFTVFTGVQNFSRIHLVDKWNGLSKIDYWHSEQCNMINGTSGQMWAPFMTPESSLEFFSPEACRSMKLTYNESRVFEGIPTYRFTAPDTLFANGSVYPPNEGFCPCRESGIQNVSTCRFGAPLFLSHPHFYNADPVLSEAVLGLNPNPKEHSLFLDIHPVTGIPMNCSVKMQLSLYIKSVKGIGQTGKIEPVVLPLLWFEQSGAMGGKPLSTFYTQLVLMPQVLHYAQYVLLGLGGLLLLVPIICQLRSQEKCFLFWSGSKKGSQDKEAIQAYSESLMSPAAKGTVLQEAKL
Wnt act: Wnt/beta-catenin pathway activation | Wnt/beta-catenin reporter cell assay, activator, plate reader | AID 743398 | activation, % at 9.35 µM | 300,000 tested, 1.2% active; in the data active = activation above about 30%, passing the limit was not always enough; inconclusive = no clear call, values can overlap the other calls;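 also: 0% = neutral control wells and 100% = positive control wells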
MITF act: increases MITF-driven TRPM1 promoter luciferase signal; SK-MEL-5 TRPM1-promoter luciferase, 24 h; % of positive control, neutral wells = 0; activation, % at 12.5 µM; 300,000 tested, 0.75% active; AID 588334;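 active = mean activation of at least 80% with every replicate also reaching 80%; inconclusive = mean reaches 80% but some replicate falls short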;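 also: 0% = neutral control wells and 100% = parthenolide positive control wells; values of inactives mirror those of a sister screen read the other way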
PvdQ acylase: blocks Pseudomonas aeruginosa PvdQ acylase activity | purified PvdQ acylase, fluorescence plate reader | inhibition, % at 10 µM | 340,000 tested, 0.063% active | AID 488965; in the data active = inhibition above about 30%, passing the limit was not always enough; inconclusive = no clear call, values can overlap the other calls;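 also: 0% = vehicle neutral wells and 100% = reference inhibitor wells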
NSD2 inh: NSD2 (human) methyltransferase inhibition; inhibition, % at 12.5 µM; O96028; NSD2 peptide methylation, AlphaScreen, 120 min; 310,000 tested, 0.54% active; in the data active = inhibition above about 50%
HTR5A inv ctr: counter-screen for OPRM1-OPRD1 inverse agonists: human HTR5A inverse agonism; P47898; inhibition, % at 9.3 µM; 340,000 tested, 0.083% active; HTR5A cell line, luminescence; in the data active = inhibition mostly above about 23%, no sharp cut-off; inactive = mostly below about 18%;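 also: 0% = cells with DMSO and 100% = no-cell wells with DMSO; some compounds called inactive have numbers as strong as hits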
An asterisk follows results filed as active; i = inactive; ? = inconclusive; · = not tested or not shown.

SMILES	V-ATPase pHluor	HTR5A ag ctr	CDK5 inh	dFosB activator	SR-BI HDL uptake	Wnt act	MITF act	PvdQ acylase	NSD2 inh	HTR5A inv ctr
CCOC(=O)CSc1nc2c(c(=O)[nH]c(=O)n2C)n1C/C=C(/C)Cl	-1	-1	-1.7	-4	3	·	-11	-2	0	-1
CC(/C=C/c1ccccc1)=N\NC(=O)c1ccc(Br)cc1	1	-3	2.2	-3	-9	-2	0	-4	0	10
COCCN(C(=O)c1ccco1)C(C(=O)NC1CCCC1)c1cccs1 (centres undefined)	-4	4	1.2	-1	-25	-5	2	-8	0	-4
COc1ccc(C(=O)OCCNC(=O)c2c(Cl)nc3ccccn23)cc1	5	-1	-0.9	-5	-5	-4	-2	-9	·	2
COc1ccccc1NC(=O)C1CCCCC1	-3	1	-0.5	3	-23	·	-6	1	0	9
N#Cc1ccc(OCC(=O)Nc2ccc(N3CCCC3)cc2)cc1	-2	2	2.1	-4	63	-7	-7	-7	5	-7
O=C(COC(=O)/C=C/c1ccc(C(F)(F)F)cc1)NC1CCCC1	7	-2	0.3	-5	-9	1	-15	6	-3	-37
CCS(=O)(=O)c1ccc(O)c(NC(=O)COc2ccc(OC)cc2)c1	-4	-3	-1.2	3	·	·	4	2	0	11
CN(c1ccccc1)S(=O)(=O)c1ccc(C(=O)OCC(=O)NC(N)=O)cc1	-1	1	1.7	?	·	2	3	20	-3	11
C/C(=N\NC(=O)COc1ccc(C)cc1C(C)C)c1ccc(-n2ccnc2)cc1	-2	2	-2.6	-7	51	·	28	-5	0	-26
CCOc1cc(C)c(S(=O)(=O)NC2CCCCC2)cc1C	8	8	-0.2	-6	-13	-2	7	-30	0	-9
COc1ccccc1NC(=O)c1ccc(NC(=O)COC(=O)C(C)C)cc1	1	6	0.9	-7	-4	-1	-4	-7	-2	-59
CC1CCC(NC(=O)C2CCC(CNS(=O)(=O)c3cccc4cccnc34)CC2)CC1 (centres undefined)	-3	2	-0.6	3	23	-2	6	-15	-2	-19
O=C1c2ccccc2C(=O)c2c1ccc1c(=O)n(C3CCCCC3)[nH]c21	4	1	0.1	-2	29	6	·	7	15	-3
CN(Cc1ccc(F)cc1)C(=O)CNC(=O)c1cccs1	1	-1	-1.9	-7	-32	2	11	-11	0	2
O=C(Nc1ccc(F)cc1F)N1CCN(c2ncccn2)CC1	-2	5	1.4	-5	-40	1	5	-3	·	-14
Cc1cc(OCC(=O)Nc2ccc(CN3CCOCC3)cc2)ccc1Cl	-1	4	-0.5	-7	38	-2	-7	5	-1	-4
Cc1cc(NC(=O)c2ccc(Cl)cc2)c(C)cc1O	-2	4	0.0	8	-4	7	18	-19	0	-10
N=c1c(C(=O)NCC2CCCO2)cc2c(=O)n3ccccc3nc2n1Cc1ccc(Cl)cc1 (centres undefined)	-1	-3	0.0	-1	-5	-1	3	-9	-4	10
COc1ccc(S(=O)(=O)N(C)C2CCS(=O)(=O)C2)cc1OC (centres undefined)	4	1	-2.0	-6	-22	·	-5	2	-1	5
CCN(CC)S(=O)(=O)c1cccc(C(=O)Nc2nc3cc4c(cc3s2)OCCO4)c1	0	9	-0.5	23*	56	·	-15	7	-4	-23
Cc1ccc(S(=O)(=O)N(C)c2ccc(C(=O)NCCc3ccccc3)cc2)cc1	3	0	-2.4	-1	0	6	22	-2	-2	-1
CCOc1ccc(N2C(=O)/C(=C/c3ccco3)N(C)C2=S)cc1	-1	-5	-0.7	3	·	·	-3	1	1	18
COc1ccc(/C=N\NC(=O)c2ccccc2OC)cc1COc1ccccc1C	-4	-4	-0.3	1	34	1	14	-10	-1	-10
Cc1ccc(NC(=O)c2cccc(C(=O)Nc3ccc(C)c(C)c3)n2)cc1C	1	4	0.1	-12	75*	-1	16	16	·	-8
CC(C)n1c(SCC(=O)NCc2ccco2)nnc1C1CC1	-8	0	0.8	-1	10	-1	-6	-8	0	-45
O=C(CSc1ncc(-c2ccc(F)cc2)[nH]1)NCc1ccco1	1	2	3.1	-2	17	·	12	9	4	-4
CCCC(=O)OCC(=O)Nc1cc(C(C)(C)C)nn1-c1ccccc1	-2	0	-2.1	-2	-29	·	5	0	-2	-1
Cc1cc(=O)oc2c(C)c(OCC(=O)NC3CC(C)(C)NC(C)(C)C3)ccc12	2	3	·	-19	-13	-3	4	-7	-2	-10
CC(=O)Nc1ccc(-c2csc(NNC(=O)c3ccccc3)n2)cc1	3	-2	0.0	-1	3	0	0	-8	3	1
O=C(COc1ccccc1)N1c2ccccc2Sc2ccccc21	1	2	0.3	-3	-25	0	-8	5	-3	9
Cc1nc(C)c(-c2nnc(-c3cccc(S(=O)(=O)N(C)C)c3)o2)cc1C(=O)NN	-1	0	0.1	-11	42	-2	0	6	2	2
Cc1cc(=O)[nH]c(SCC(=O)N2CCN(C(=O)c3ccco3)CC2)n1	-3	-4	-1.4	5	-5	1	-4	-18	-1	11
CC(=O)Nc1cccc(NC(=O)Nc2cccc(F)c2)c1	0	4	0.3	0	18	5	6	-4	0	-10
NC(=O)N/N=C/c1ccc(-c2cccc(C(F)(F)F)c2)o1	2	-2	-0.2	-12	-10	3	24	-6	3	5
CC(=O)c1ccc2c(c1)OCCOCCOc1ccc(C(C)=O)cc1OCCOCCO2	0	-1	-5.5	5	-11	1	·	-14	15	-25
COc1ccccc1-n1c(C)c(C(C)=O)c2cc(O)ccc21	3	1	2.4	-8	32	0	·	-5	-2	-5
COc1ccccc1N1CC(C(=O)Nc2nnc(SC)s2)CC1=O (centres undefined)	3	9	-0.6	-11	-32	1	-3	2	0	-1
COc1ccccc1CNC(=O)COc1ccc(C)cc1	-4	0	2.1	-2	i	1	·	-14	-7	2
CC(=O)N(c1ccccc1Cl)S(=O)(=O)c1ccc(Cl)cc1	3	-6	-0.2	-3	-19	-2	7	-18	1	7
CCOC(=O)N1CCN(C(=O)C2CCCN(c3nc4ccc(OCC)cc4s3)C2)CC1 (centres undefined)	-2	1	0.8	-4	32	-1	·	-5	·	-2
CC(NS(=O)(=O)c1ccc(OCC(=O)NCc2ccccn2)cc1)c1ccccc1 (centres undefined)	1	-3	0.1	-7	1	1	2	-11	0	8
CCCCN(CC)C(=O)c1cccc(Cl)c1	-1	3	1.4	-9	-9	·	5	-4	-2	-8
Cc1ccc(S(=O)(=O)N2CC=C(C(=O)NCc3ccc(F)cc3)CC2)cc1	-1	6	0.9	-6	8	-6	6	-11	·	-16
CC(C)(C)NC(=O)C(c1ccccc1)N(C(=O)c1ccco1)C1CC1 (centres undefined)	-1	4	4.0	-3	-3	-1	-1	-13	0	-11
COCC(=O)Nc1cc(C(=O)Nc2ccccc2C)ccc1Cl	-2	-1	2.2	-1	-22	·	19	8	-2	4
COP(=O)(OC)c1nc(-c2ccc(C)cc2)oc1N1CCCCC1	0	-2	-3.7	-3	7	-13	-8	-7	10	7
c1coc(-c2nc3c([nH]2)CCc2nonc2-3)c1	2	-3	-1.1	11	-17	7	17	6	3	21

dFosB activator, hit marks shown above
| SMILES | V-ATPase pHluor | CDK5 inh | dFosB activator | SR-BI HDL uptake | Wnt act | MITF act | PvdQ acylase | NSD2 inh |
| --- | --- | --- | --- | --- | --- | --- | --- | --- |
| CCN(CC)S(=O)(=O)c1cccc(C(=O)Nc2nc3cc4c(cc3s2)OCCO4)c1 | 0 | -0.5 | 23* | 56 | · | -15 | 7 | -4 |

New compounds follow.
SMILES	V-ATPase pHluor	HTR5A ag ctr	CDK5 inh	dFosB activator	SR-BI HDL uptake	Wnt act	MITF act	PvdQ acylase	NSD2 inh	HTR5A inv ctr
C/C(=N/NC(=O)c1ccc(Br)s1)c1cccnc1	2	2	4.2	-22	4	6	31	0	6	14
CCOC(=O)C1(Cc2ccccc2Cl)CCN(Cc2csc(C(C)=O)c2)CC1	4	3	-1.4	-11	13	-1	19	-6	3	0
CCNc1ccc(C(=O)OCC)cc1NC(=O)c1cccc(S(=O)(=O)N(C)c2ccccc2)c1	-9	0	-0.9	-4	57	-1	-5	-8	1	6
CCCCn1cnc2cc(NCc3ccncc3)ccc21	1	-1	2.1	-14	-2	·	-1	-8	-2	-5
Cc1nc(N)nc(N/N=C/c2c(F)cccc2Cl)n1	-59	0	-5.3	-12	11	3	-6	-3	-2	0
O=c1oc2ccccc2cc1-c1csc(NN=C2CCCC2)n1	0	3	-0.9	5	-29	·	34	-2	2	-12
Cc1ccc2nc(Cl)cc(=O)n2c1	-1	1	-2.1	1	-4	0	3	-14	0	-2
Cc1cc2cc(CCNC(=O)CC(C)(C)C)c(=O)[nH]c2cc1C	·	5	-1.5	-4	11	2	13	-15	·	-16
O=C1NCCN/C1=C\C(=O)c1ccc(F)cc1	-2	-4	0.3	3	-6	15	26	-8	0	10
COc1ccc(-n2cc(-c3ccc(OC(F)F)cc3)[n+]3c2CCCCC3)cc1	-1	8	-1.4	-14	-13	4	-28	-3	1	-23
COc1cccc(/C=C/C(=O)OCC(=O)NC2CC2)c1OC	-2	0	-0.5	-2	-10	2	-4	-19	-2	1
Cc1nnc(SCC(=O)Nc2nccs2)n1C(C)C	5	0	1.0	-4	-8	0	54	-15	-4	6
Cc1nn(-c2ccccc2)c2sc(C(=O)O)cc12	1	0	0.1	-8	-1	·	·	6	-2	-45
CC(=O)c1cccc(NC(=O)CCc2nnc3ccc(NCc4ccc5c(c4)OCO5)nn23)c1	0	0	-1.2	8	3	-4	-2	-2	-2	-1
O=c1cc(-c2ccccc2)oc2ccc(O)cc12	2	5	2.0	-48	-1	59*	57	8	7	-13
COc1cc(OC)cc(C(=O)NC2CC3CCC(C2)N3Cc2ccco2)c1 (centres undefined)	-2	-3	-2.0	-3	-12	0	-3	-6	-1	-11
COc1ccc(S(=O)(=O)N2CCOCC2)c2ccccc12	2	-1	-1.3	-9	11	-2	·	-12	-3	3
NCCC(=O)NC[C@H]1O[C@@H](n2cnc3c(N)ncnc32)[C@H](O)[C@@H]1O	-2	0	-1.5	7	1	-1	2	-7	·	1
C[C@@H](CN=[N+]=[N-])CN1CC[C@H](NC(=O)OCc2ccccc2)CCC1=O	-1	-2	0.1	3	-3	-2	-1	-10	·	4
Cc1ccc(Cl)cc1NC(=O)Cn1c(C)csc1=O	0	9	0.2	-1	-8	3	-4	-15	7	-26
COc1ccc(C2/C(=C(/O)c3ccccc3)C(=O)C(=O)N2CO)cc1 (centres undefined)	2	2	-1.9	-3	-17	-1	-1	0	·	7
CCOc1cc(CN2CCCC(CO)(Cc3ccc(F)cc3F)C2)ccc1OC (centres undefined)	-1	-3	-3.1	-4	-250	1	·	-15	2	13
COc1cc(Cl)c(C)cc1NC(=O)CSc1nnc(-c2ccco2)n1CC(C)C	0	2	0.3	-17	50	·	·	7	0	-6
CC(C)(C)[C@@H]1C=C(C(=O)NC2CC2)O[C@H](OCc2ccc(CO)cc2)C1	0	4	-1.4	-5	-6	-5	5	-10	·	13
Cc1cccc(C(=O)Nc2onc(C)c2C#N)c1	-5	-3	-3.0	5	7	16	·	-3	10	8
COc1cccc(N2CCN(Cc3nc4scc(-c5ccccc5)c4c(=O)[nH]3)CC2)c1	-7	-2	-0.9	-2	-7	-1	-18	7	1	13
O=C(O)c1cccnc1C(=O)O	-1	2	-1.4	-2	4	0	-10	-15	·	14
O=C(O)CC1CCC(=C(Cl)Cl)C1 (centres undefined)	4	-6	-1.5	-2	-14	0	3	0	5	-15
